# High-throughput results deposited in PubChem by National Center for Advancing Translational Sciences (NCATS).
# CXXC DNA block: inhibitors of human MLL CXXC domain-DNA interaction; MLL-CXXC / FITC-HOXA9 DNA fluorescence polarization; Potency, µM (series often up to 115 µM), for inactives: at the highest dose activity change, negative = inhibition, actives largely listed as inhibitors; 290,000 tested, 0.037% active; AID 2662; active = well fitted inhibition curve with a large enough effect in the polarisation, with a control signal flat, not every such curve was filed as active; inconclusive = small, poorly fitted or top-dose-only effect, or effect the other way, or a change in a side signal; inactive = no such curve, though single readings can be large or run the other way; the % refers to the polarisation
#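 Purified MLL-CXXC (added from a 7 uM solution) was preincubated 5 min at ambient with pinned compounds in 50 mM Tris-HCl pH 7.5, 50 mM NaCl, 1 mM DTT, 0.05% BSA. Fluorescein-labeled HOX-A9 DNA (50 nM solution) followed, 30 min, then polarization read.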
# ELG1 genotoxic: induces genotoxicity in HEK293T cells with luciferase-tagged ELG1; HEK293T ELG1-luciferase reporter, luminescence, 16 h; 330,000 tested, 1.3% active; Potency, µM (titrated, usually from 46 µM), without a hit: at the top dose activity change, positive = activation, most hits filed as activators; note: % of control where 0% means no effect; nearly all actives have a fitted effect of over 60% in size
#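 Genotoxic stress is detected as increased luminescence from luciferase-tagged ELG1 in HEK293T cells, measured with ONE-Glo after a 16 hr treatment at 37 °C.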
# uPA generation: inhibitors of cell surface uPA generation. cell surface uPA generation assay, qHTS. Potency, µM (series often up to 38.3 µM), for inactives: top-dose activity change, negative = inhibition, usual class: inhibitors. 330,000 tested, 0.31% active. AID 540303; active = well fitted inhibition curve with a large enough effect; inconclusive = small, poorly fitted or top-dose-only effect; inactive = no such curve, though single readings can be large or run the other way; tested in mouse RAW 264.7 cells; note: % is set by controls: 0 for no effect and ±100 for the full control effect; nearly all actives have a fitted effect of over 55% in size
# Rab9 promoter act: Rab9 promoter activation; AID 485297; Huh7 Rab9 promoter-luciferase reporter, luminescence, 24 h; 320,000 tested, 2.8% active; Potency, µM (highest dose often 9.22 µM), for the others: at the top dose activation, negative = inhibition, actives largely listed as activators; note: % of control where 0% means no effect; nearly all actives have a fitted effect of over 60% in size
#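 Luciferase signal after 10 min detection reagent at ambient indicates Rab9 promoter upregulation; stably transfected Huh7 cells were treated 24 h with compound in DMSO at 37 °C, 5% CO2.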
# MBNL1-CUG inh: MBNL1-poly(CUG) RNA binding inhibition | Potency, µM (top dose mostly 57.5 µM), for inactives: top-dose activity change, negative = inhibition, actives largely listed as inhibitors | 280,000 tested, 0.036% active | AID 2675 | TR-FRET MBNL1-His/biotin-(CUG)12 binding, 665/545 ratio; active = well fitted inhibition curve with a large enough effect in the signal ratio, with a control signal flat, not every such curve was filed as active; inconclusive = small, poorly fitted or top-dose-only effect, or effect the other way, or a change in a side signal; inactive = no such curve, though single readings can be large or run the other way; the % refers to the signal ratio; note: % is set by controls: 0 for no effect and ±100 for the full control effect
#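 Ratiometric TR-FRET (665 over 545 nm, excitation 340 nm) tracks disruption of MBNL1-His/biotin-(CUG)12 complex after 60 min at room temperature, with compounds at 92 nM to 58 uM final.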
# BRCA1 expr act: activators of BRCA1 expression | MCF7-BRCA1-FFLuc reporter, luminescence, 48 h; response scale: scaled: vehicle 0%, 10 µM genistein 100% | Potency, µM (top dose mostly 46.1 µM), for the others: at the top dose activation, usual class: activators | 380,000 tested, 1.1% active | AID 624202; note: nearly all actives have a fitted effect of over 80% in size; some results filed as inactive show a strong effect at the top dose
#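 MCF7-BRCA1-FFLuc, 2000 cells/well; 2 h attach, 37 °C/5% CO2; compound 48 h; luciferase substrate 15 min; luminescence end-point. Norm. to genistein 10 microM max activation and DMSO; concentration-response curves fitted.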
# RORg inh: inhibitors of mouse ROR gamma transcriptional activity. 310,000 tested, 5.4% active. P51450. AID 2551. Drosophila S2 Gal4-RORgamma UAS-luciferase reporter, 20 h. Potency, µM (top dose mostly 53.6 µM), inactives show at the top dose activity change, negative = inhibition, usual class: inhibitors; note: % is set by controls: 0 for no effect and ±100 for the full control effect; nearly all actives have a fitted effect of over 60% in size
#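 Schneider cells (Drosophila), stable Gal4 DBD–ROR gamma + UAS-luc; 1 hr cmpd preincubation; Cu2+ induction 700 uM final; 20 hr ambient; luminescence.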
# FLuc modulator: counter-screen for miR-21 project: firefly luciferase inhibitors or activators; 360,000 tested, 6.9% active; P08659; purified FLuc, Km substrates, luminescence inhibition; Potency, µM (top dose mostly 57.5 µM), without a hit: at the top dose activity change, negative = inhibition, usual class: inhibitors; AID 588342;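 note: plate controls were vehicle for no effect and reference inhibitor for full effect; nearly all actives have a fitted effect of over 55% in size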
#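 Purified P. pyralis luciferase, 10 nM final, with Km-level 10 uM D-luciferin and 10 uM ATP in 50 mM Tris acetate pH 7.5, 10 mM Mg acetate, 0.01% Tween-20, 0.05% BSA; 6-point qHTS titration about 60 µM downward; luminescence read.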
# NPC1 prom act: NPC1 promoter activation. Huh7 NPC1 promoter luciferase reporter, 24 h. 320,000 tested, 2.4% active. AID 485313. Potency, µM (doses to about 9.22 µM), for inactives: at the highest dose activation, usual class: activators;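 note: % of control where 0% means no effect; nearly all actives have a fitted effect of over 60% in size; reporter is driven by a mutant NPC1 promoter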
#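 Luciferase expression driven by the NPC1 promoter was measured in stably transfected Huh7 cells after a 24 h compound incubation, using a luciferase reagent and a luminescence read.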
# Gal4-VP16 FLuc: inhibits Gal4-VP16 luciferase reporter, ROR gamma counter-screen; AID 2546; Drosophila S2 Gal4-VP16 UAS-luciferase, luminescence, 20 h; Potency, µM (titrated, usually from 53.6 µM), for the others: at the highest dose activity, negative = inhibition, actives largely listed as inhibitors; 310,000 tested, 3.5% active;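 note: Gal4-VP16 expression switched on by copper sulfate through the metallothionein promoter; % is set by controls: 0 for no effect and ±100 for the full control effect; nearly all actives have a fitted effect of over 50% in size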
# p53 reactivation: restores transcriptional activity of mutant p53; H1299 p53-A138V BP100-luciferase reporter, luminescence, 24 h; AID 504706; 320,000 tested, 0.063% active; Potency, µM (doses to about 92.2 µM), for the others: at the top dose activity change, positive = activation, actives largely listed as activators; note: % of control where 0% means no effect; nearly all actives have a fitted effect of over 45% in size
#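 p53-null H1299 cells stably carrying temperature-sensitive p53-A138V and a BP100-luciferase reporter were pinned with compounds (4-point, 1:5 series) and held 24 hrs at 37 deg C. Luminescence was read 10 min after detection reagent.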
# Numbers without * were called inactive; ? = inconclusive; / = no result given; [ ] = dose if it differs, or a comment. Unless noted, calls come from the whole dose curve; as a rule, active = well fitted curve in the direction sought with a large enough effect; inconclusive = small, poorly fitted or top-dose-only effect, or another doubt; inactive = no such curve, though single readings can be large; an effect the other way counts as inactive or inconclusive. Potency is the fitted concentration of half-maximal effect. These rows are one share of the data; rates above refer to the full screens.
compound	MBNL1-CUG inh	BRCA1 expr act	FLuc modulator	NPC1 prom act	ELG1 genotoxic	Gal4-VP16 FLuc	RORg inh	CXXC DNA block	p53 reactivation	uPA generation	Rab9 promoter act
COc1ccc(N2CC(NC(=O)N3CCN(C(=O)c4ccco4)CC3)CC2=O)cc1OC (stereo not given)	/	14%	0%	-1%	-2%	/	/	/	4%	3%	0%
CCOc1ccc(C2CC(c3ccc(F)cc3)n3ncnc3N2)cc1 (stereo not given)	11%	-6%	-1%	1%	1%	13%	?	5%	-8%	19%	-5%
Cc1cc(C)nc(-n2ncc3c2CC(c2ccc(F)cc2)CC3=O)n1 (stereo not given)	/	0%	3%	-5%	5%	-3%	-24%	1%	1%	-9%	-2%
COc1ccc(C(=O)NC(=S)NCc2ccc(-c3nc4ccccc4o3)cc2)cc1OC	-6%	20%	-7%	-1%	?	2.5µM*	1.3µM*	16%	6%	/	0%
CCC1Oc2ccc(C)cc2N(CC(=O)NCc2cccs2)C1=O (stereo not given)	-12%	1%	-14%	-1%	15%	0%[10 µM]	4%	2%	1%	-1%	-10%
O=c1[nH]c(=O)c2nc3c4ccccc4c4ccccc4c3nc2[nH]1	49%[activator]	-9%	-11%	-9%	14%	-12%	0%	24%	1%	-5%	-22%
CCN(CC(=O)Nc1c(F)cccc1F)C(=O)CNC(=O)c1ccc(C)s1	-1%	7%	15µM*	?	26%	26%	-24%	-20%	12%	4%	?
COc1ccc(C(=O)NC2CC(C)(C)Cc3c2cnn3-c2ccccc2)c(OC)c1 (stereo not given)	16%	-14%	2%	2%	-3%	20%	19%	13%	30%	2%	1%
O=C(CCCSc1nc2sc3c(c2c(=O)[nH]1)CCC3)NCCO	-22%	-28%	-9%	1%	4%	?	-9%	5%	-4%	-5%	3%
S=C(Nc1cc(Cl)ccc1Oc1ccccc1)N1CCN(c2ccccn2)CC1	3%	-77%	0%	-4%	-3%	?	11µM*	-2%	7%	-4%	-9%
NC(=O)C1CCN(C(=O)c2ccc(F)c(S(=O)(=O)N3CCOCC3)c2)CC1	/	14%	/	-6%	-1%	/	/	/	11%	5%	1%
COC(=O)c1ccc(NC(=O)CNCc2ccncc2)cc1	/	22%	-2%	-4%	-1%	-2%	-2%[10 µM]	1%	5%	3%	-7%
NC(=O)c1ccc(N=Nc2c(-c3ccccc3)[nH]n(-c3ccccc3)c2=O)cc1	4%	/	-19%	-10%	-3%	7%	6%	-1%	-5%	/	-4%
CCCCCC(=O)Nc1ccc(S(=O)(=O)NC2=NCCCCC2)cc1	/	-8%	5%	2%	-2%	/	/	/	-1%	4%	-1%
O=C(NCCCN1CCOCC1)c1coc2ccccc2c1=O	-9%	16%	0%	-1%	15%	0%	-25%	0%	4%	-4%	8%
O=C(Nc1cccs1)Nc1ccc(Br)cc1F	/	-27%	12µM*	1%	1%	-17%	35%[10 µM]	3%	?	-12%	-1%
O=C(NCCc1csc(-c2ccccc2)n1)c1cccs1	2%	36%	?	-1%	-1%	6%	27%	16%	-4%	6%	-4%
CCO[C@@H]1OC(C(=O)NCc2ccccc2)=C[C@H](c2ccc(Br)cc2)[C@H]1CCCO	-7%	-16%	1%	0%	-19%	3%	8%	-11%	3%	-22%	0%
COC(=O)c1cc(C(=O)NCc2ccccc2)c(=O)[nH]c1C	0%	-4%	6%	0%	12%	-14%	0%	5%	1%	12%	10%
CC(C)C[C@@H](CO)N1CCN(Cc2cccnc2)CCC1=O	1%	15%	5%	1%	0%	-26%	-21%	3%	/	8%	0%
Cc1cc(Cl)ccc1NC(=O)COC(=O)c1nc2nccc(C)n2n1	2%	11%	-1%	0%	-2%	7%	3%	5%	6%	-9%	-3%
O=C(O)c1ccc(Cl)c(NCc2cccs2)c1	2%	-21%	1%	-5%	2%	/	/	-1%	/	-1%	4%
CCCOc1ccc(/C=N/NC(=O)C2CC2)c(OCCC)c1	3%	-20%	-1%	-4%	8%	-1%	?	-5%	-8%	2%	-1%
CCCOC(=O)c1ccc(-c2c(C)noc2-c2ccc(OC)cc2O)o1	0%	-24%	0%	-3%	-22%	-20%	3%	0%	9%	4%	-1%
Cc1ccc(NS(=O)(=O)c2ccc(NC(=O)CN(c3cc([N+](=O)[O-])ccc3C)S(C)(=O)=O)cc2)c(C)c1	?	-103%[inhibitor]	3%	1%	-7%	?	?	0%	1%	-8%	2%

# The closing 4 compounds of the part above come first, to join the parts.
compound	MBNL1-CUG inh	BRCA1 expr act	FLuc modulator	NPC1 prom act	ELG1 genotoxic	Gal4-VP16 FLuc	RORg inh	CXXC DNA block	p53 reactivation	uPA generation	Rab9 promoter act
O=C(O)c1ccc(Cl)c(NCc2cccs2)c1	2%	-21%	1%	-5%	2%	/	/	-1%	/	-1%	4%
CCCOc1ccc(/C=N/NC(=O)C2CC2)c(OCCC)c1	3%	-20%	-1%	-4%	8%	-1%	?	-5%	-8%	2%	-1%
CCCOC(=O)c1ccc(-c2c(C)noc2-c2ccc(OC)cc2O)o1	0%	-24%	0%	-3%	-22%	-20%	3%	0%	9%	4%	-1%
Cc1ccc(NS(=O)(=O)c2ccc(NC(=O)CN(c3cc([N+](=O)[O-])ccc3C)S(C)(=O)=O)cc2)c(C)c1	?	-103%[inhibitor]	3%	1%	-7%	?	?	0%	1%	-8%	2%
O=C(NNC(=O)c1cc([N+](=O)[O-])ccc1Cl)c1cccs1	?	31%	-2%	-4%	-1%	-1%	?	?	-2%	-4%	0%
CC(C)=CC(=O)Nc1ccccc1Br	0%	29%	-2%	-6%	2%	8%	16%	10%	25%	/	-2%
O=C(COC(=O)CNC(=O)c1ccccc1)Nc1ccccc1Cl	-1%	6%	3%	2%	0%	-2%	-10%	9%	-1%	-1%	10%
Cc1cccc(NC(=O)Cn2cc(C=O)c3ccccc32)c1	7%	-26%	0%	11%	-7%	-11%	?	61%	-6%	-5%	-2%
COc1ccc(-c2noc(CCC(=O)Nc3cccnc3)n2)cc1OC	-7%	20%	-2%	0%	2%	-8%	11%	3%	0%	1%	8%
Cc1nc(Cl)sc1C(=O)Nc1ccc(C(C)(C)C)cc1	-8%	26%	11µM*	25%	?	1%	?	3%	-14%	-10%	-1%
COc1cc2nc(C(C)(C)C)oc(=O)c2cc1OC	-13%	-5%	-1%	0%	0%	5%	-12%	26%	2%	18%	3%
CCCCCNC(=O)c1cc(S(=O)(=O)N2CCCC2)ccc1F	-7%	18%	4%	0%	-1%	-2%	6%	2%	4%	4%	-4%
Cc1c(C(=O)O)nn(-c2cccc(C(F)(F)F)c2)c(=O)c1C#N	?	-18%	1%	-2%	2%	/	/	-1%	/	8%	-3%
O=C(CSc1ccc(-c2ccc3c(c2)OCO3)nn1)Nc1nccs1	8%	29%	-2%	17%	8%	-14%	-17%	1%	0%	-5%	9%
N#Cc1c2c(c(N3CCN(c4ccccn4)CC3)n3c1nc1ccccc13)CCC2	4%	/	-1%	-2%	0%	1%	?	7%	-3%	/	-4%
C/C(=N\Nc1ccc([N+](=O)[O-])cc1[N+](=O)[O-])C(C)C(C)C (stereo not given)	?	-16%	3%	-4%	0%	-1%	29%	0%	5%	-50%	-8%
NS(=O)(=O)c1ccc(Nc2nc3ccccc3nc2NS(=O)(=O)c2cccc([N+](=O)[O-])c2)cc1	20%	2%	?	-3%	0%	9%	26%	7%	-2%	/	-1%
CC(C)(C)c1cc[n+](C2=C([O-])c3ccccc3C(=O)/C2=N\S(=O)(=O)c2cccs2)cc1	?	-92%	?	-22%	-11%	8.9µM*	11µM*	-17%	-13%	-12%	-48%[inhibitor]
O=C(CC1C(=O)CCCC1=O)c1ccccc1	/	0%	-5%	7%	-12%	?	10µM*	1%	?	-10%	-2%
